GPR151 ag: activates the human receptor GPR151. Q8TDV0. 650,000 tested, 1% active. PathHunter beta-arrestin GPR151 cells, luminescence. activation, % at 11.2 µM. AID 1508602; in the data active = activation above about 4.9%;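 also: 0% = median of compound wells and 100% = cells with positive control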
Target sequence (Q8TDV0 whole entry, looked up): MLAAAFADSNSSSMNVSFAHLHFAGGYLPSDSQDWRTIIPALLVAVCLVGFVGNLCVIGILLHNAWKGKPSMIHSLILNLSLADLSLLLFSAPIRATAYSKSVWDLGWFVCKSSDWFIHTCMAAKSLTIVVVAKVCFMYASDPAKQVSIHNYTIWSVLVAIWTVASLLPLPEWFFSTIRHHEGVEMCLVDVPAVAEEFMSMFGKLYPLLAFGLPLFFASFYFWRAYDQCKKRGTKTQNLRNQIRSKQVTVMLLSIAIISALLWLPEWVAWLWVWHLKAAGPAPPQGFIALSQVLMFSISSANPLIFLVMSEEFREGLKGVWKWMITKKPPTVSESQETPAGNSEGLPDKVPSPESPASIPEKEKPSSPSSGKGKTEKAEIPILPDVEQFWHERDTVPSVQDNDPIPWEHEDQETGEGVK
TEAD-YAP inh: TEAD-YAP interaction inhibition; HEK-TIYL cells, TEAD-Gal4/YAP UAS-luciferase luminescence; inhibition, % at 9.12 µM; 640,000 tested, 1.4% active; in the data active = inhibition above about 32%;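 also: 0% = median of test compound wells and 100% = reference inhibitor wells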
FBW7 act: activators of human E3 ligase FBW7. AlphaScreen FBW7–phospho-cyclin E peptide binding, activator screen. normalized activity (activation), % at 26.1 µM. 650,000 tested, 0.13% active; in the data active = normalized activity above about 1.9%;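 also: purified mutant Fbw7 with reduced substrate affinity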
MITF inh: human MITF inhibition, primary screen. AID 1259374. inhibition, % at 2.6 µM. O75030. 650,000 tested, 0.91% active. AlphaScreen MITF homodimerization, bead proximity signal; in the data active = inhibition above about 50%;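 also: 0% = vehicle wells with protein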
Target sequence (O75030 whole entry, looked up): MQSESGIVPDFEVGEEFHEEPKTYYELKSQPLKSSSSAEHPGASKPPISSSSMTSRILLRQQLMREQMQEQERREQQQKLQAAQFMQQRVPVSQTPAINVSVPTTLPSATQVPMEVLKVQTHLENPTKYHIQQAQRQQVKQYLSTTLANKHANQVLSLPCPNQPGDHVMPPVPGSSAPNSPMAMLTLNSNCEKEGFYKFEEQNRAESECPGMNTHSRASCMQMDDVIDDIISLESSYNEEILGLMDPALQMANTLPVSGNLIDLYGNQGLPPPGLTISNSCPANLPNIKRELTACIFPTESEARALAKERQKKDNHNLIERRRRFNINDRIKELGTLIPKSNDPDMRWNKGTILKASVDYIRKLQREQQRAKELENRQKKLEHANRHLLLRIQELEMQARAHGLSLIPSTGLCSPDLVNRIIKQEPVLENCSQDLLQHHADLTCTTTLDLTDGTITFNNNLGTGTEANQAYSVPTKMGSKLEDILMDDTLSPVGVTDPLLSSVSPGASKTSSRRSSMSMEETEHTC
* hit, by the source's call.

SMILES	GPR151 ag	TEAD-YAP inh	FBW7 act	MITF inh
COc1cc2c(cc1OC)C(=NC(CCSC)C(=O)O)NC(C)(C)C2 (centres undefined)	-0.5	-2	0.1	-4
Cc1c(C(=O)Nc2ccc(-c3nc4cccnc4o3)cc2)cccc1[N+](=O)[O-]	-0.6	9	0.6	16
Cc1nn(CC(=O)OCC(=O)C23CC4CC(CC(C4)C2)C3)c(C)c1[N+](=O)[O-]	2.1	-2	0.1	-3
Cc1ccccc1-n1nc2c(c1NC(=O)c1ccccc1Br)CS(=O)(=O)C2	-1.2	7	-0.1	12
O=C(COc1ccccc1Cl)Oc1ccc2c3c(c(=O)oc2c1)CCC3	-0.5	-2	0.2	14
Cc1ccc2c(c1)N(Cc1ccc3c(c1)OCO3)C(=O)C(C)S2 (centres undefined)	1.3	7	0.5	11
COCCNC(=O)C(C(=O)c1ccc(F)cc1)n1ccccc1=O (centres undefined)	-0.8	8	0.2	11
CC(C)OCCNC(=O)CC1C(=O)NCCN1C (centres undefined)	-1.5	6	0.0	0
COC(=O)Nc1ccc(S(=O)(=O)OCC(F)(F)C(F)F)cc1	0.1	-2	0.1	-1
COC(=O)c1ccc(N2C(=O)CC(N3CCN(c4ccccn4)CC3)C2=O)cc1 (centres undefined)	0.7	2	0.0	-4
CCOc1c(Br)cc(/C=C/c2nc(O)c([N+](=O)[O-])c(=O)[nH]2)cc1OC	0.8	2	0.6	22
CNC(=O)c1ccc(-c2ccccc2OC)nc1N1CCOCC1	1.4	-19	0.4	17
C#Cc1ccc(C(=O)Nc2cc(C(N)=O)ccc2N2CCOCC2)cc1	-1.5	10	1.1	1
COc1cc(NC(=O)c2sc3nc4cc(OC)ccc4cc3c2N)cc(OC)c1	0.0	2	0.0	3
Cn1c(C(=O)NCC2CCC3(CCN(C(=O)Cc4ccccc4)CC3)O2)cc2ccccc21 (centres undefined)	1.1	0	-0.6	-4
CC(C)(C)c1ccc(OCCN2C(=O)C(=O)c3ccccc32)cc1	5.4*	11	0.1	20
O=Cc1ccc(OC(=O)CSc2ccccc2[N+](=O)[O-])cc1	1.5	3	0.0	11
Cc1ccc(C)c(S(=O)(=O)Nc2ccc(O)c(Cl)c2)c1	-2.0	8	0.7	17
O=C(CSCc1ccccc1)NCc1ccc(Cl)cc1	-0.3	-17	1.2	15
COC(=O)C1=C(C)N(C(C)C)C(=O)/C1=C\c1ccc(C(=O)O)cc1	2.0	-1	0.0	12
O=C(CN(Cc1ccccc1)C(=O)CCC(=O)Nc1ccccn1)NCc1ccc(F)cc1	-1.4	-5	0.5	2
C=CCN1CCN(c2ccc(C(C)C)cc2)C1=O	0.5	-44	0.4	10
Cc1cc(=O)[nH]c(-n2nc(-c3ccco3)cc2NC(=O)c2ccc(Cl)cc2Cl)n1	2.1	-9	-0.2	-8
O=C(NC(c1ccccc1)c1ccsc1)C1CCN(S(=O)(=O)c2cccs2)CC1 (centres undefined)	1.5	5	0.0	9
CCn1nnnc1SCC(=O)N1CCN(C(=O)c2ccco2)CC1	5.0*	-9	-0.1	2
Cc1ncc(-c2ccncc2)c(C2CCN(C(=O)Cc3ccccn3)CC2)n1	0.3	0	0.1	-5
O=C(CSc1ccc(C(F)(F)F)cc1[N+](=O)[O-])OCC1CCCO1 (centres undefined)	0.8	9	0.0	11
O=c1nc2s/c(=C\c3ccc(-c4ccc(F)c(Cl)c4)o3)c(=O)n2c2sc3c(c12)CCCC3	-0.8	6	0.2	6
Cc1cc(NC(=O)c2cccs2)ncc1NC(=O)c1cccs1	-2.8	-47	0.0	15
Cc1cc(C)n(CCNC(=O)c2ccc(CN(C)C(C)c3ccco3)[nH]c2=O)n1 (centres undefined)	1.2	4	-0.1	8

2 entries drawn at random from those above, as already listed:
SMILES	GPR151 ag	TEAD-YAP inh	FBW7 act	MITF inh
O=Cc1ccc(OC(=O)CSc2ccccc2[N+](=O)[O-])cc1	1.5	3	0.0	11
O=C(CSc1ccc(C(F)(F)F)cc1[N+](=O)[O-])OCC1CCCO1 (centres undefined)	0.8	9	0.0	11

Continuation:
SMILES	GPR151 ag	TEAD-YAP inh	FBW7 act	MITF inh
Cc1ccc(N2C(=O)NC(NC(=O)CCc3ccccc3)(C(F)(F)F)C2=O)cc1 (centres undefined)	-0.5	12	0.0	11
Cc1nc(C(=O)NCC2Cc3cccc(-c4ccc(C(N)=O)cc4)c3O2)cs1 (centres undefined)	0.3	10	-0.1	1
CC(C)CC(=O)NCc1nnnn1-c1cccc(F)c1	-0.6	7	-0.2	3
O=C(Nc1ccc(N2CCOCC2)c(Cl)c1)c1ccc(-c2cccc([N+](=O)[O-])c2)o1	0.0	-16	-0.3	3
O=C(CSc1nc2ccccc2n1S(=O)(=O)c1ccc(Br)cc1)Nc1ccc(Br)cc1F	-0.8	-2	1.3	11
O=C(O)c1cccc(N/N=C/c2ccc(Br)s2)c1	-7.3	-72	0.0	13
Cc1nc2c(C)cccc2c2c1CC(CBr)O2 (centres undefined)	0.8	9	-0.1	8
S=c1[nH]nc(-c2cnccn2)n1-c1ccc2c(c1)OCCO2	-1.3	-5	-0.1	13
CC[C@H](Cn1nc(-c2ccc(F)c(F)c2)ccc1=O)NC(=O)c1c(C)noc1C	0.9	-8	-0.1	1
Cc1ccc2nc(/C(C#N)=C/c3cccc(Br)c3)[nH]c2c1	-0.3	-13	0.2	14
NNC(=O)Cc1sc(-c2ccccc2)nc1-c1ccccc1	2.3	-8	0.0	-15
c1ccc(-n2ncc3c(NC4CCCCCC4)ncnc32)cc1	-0.6	-44	0.1	-4
CN(C)c1ccnc(Oc2ccccc2Cl)c1C#N	1.5	-2	-0.1	9
COc1cccc(-n2c(=S)sc3c(=O)n(-c4ccc(F)cc4)c(SCC(=O)Nc4ccc(N(C)C)cc4)nc32)c1	-0.9	2	-0.2	12
COc1ccc(NC(=O)CSc2ncccc2C(=O)NCc2ccc(C)cc2)c(OC)c1	0.4	11	0.0	-4
O=C(NC1CCCCCCCCCCC1)c1ccco1	0.0	3	-0.2	-8
O=C(NCCc1ccccc1)c1ccc(OC2CCN(C(=O)c3cnsn3)CC2)cc1	0.1	0	0.1	9
Cc1onc(-c2ccccc2)c1C(=O)NCCNc1c(Cl)cccc1[N+](=O)[O-]	0.3	-11	-0.2	8
COc1c(C)cccc1C(=O)Nc1ccc(-c2nn3c(C)nnc3s2)cc1C	-1.6	4	0.9	-4
COc1cccc(CNC(=O)c2c(C)nc3ccc(-c4ccnc(N)n4)cn23)c1	-0.2	10	0.0	4
COc1cc(C(=O)Oc2cccc3ccc(C)nc23)cc(OC)c1OC	0.5	7	-0.1	11
COc1cc2c(-c3ccccc3O)nc3c(c(Cc4ccccc4)nn3-c3ccccc3)c2cc1OC	-0.1	-5	0.0	-13
S=c1sc2c(Sc3nnc(-c4ccccc4)n3Cc3ccccc3)ncnc2n1-c1ccccc1	0.4	-6	0.0	4
O=C(O)CCCCCNC(=O)C(=O)C1C(=O)Nc2ccccc21 (centres undefined)	0.2	2	0.4	5
COc1ccc(OC)c(C(=O)c2ccc(C(=O)NCc3ccccc3)cc2)c1	0.3	11	-0.1	-9
O=C(NCc1ccccc1)C(c1ccco1)N(C(=O)c1csnn1)c1ccccc1F (centres undefined)	-0.7	-24	0.2	26
Cc1ccc(NC(=O)CCNc2c(N3CCCC3)c(=O)c2=O)cc1F	0.5	3	-0.1	8
Cc1ccc(CSc2nnc(-c3ccncc3)n2CCCN(C)C)cc1	0.3	8	0.1	72*
O=C(NCc1cccc(C(F)(F)F)c1)c1ccc2nc(Nc3ccc4ncccc4c3)sc2c1	0.7	-5	0.2	20
CC(C)Oc1ccc(/C=C/c2ccc3cccc(O)c3n2)cc1	-8.7	80*	0.1	5

3 compounds out of the list, arranged by SMILES length, highest first.
SMILES	GPR151 ag	TEAD-YAP inh	FBW7 act	MITF inh
COc1c(C)cccc1C(=O)Nc1ccc(-c2nn3c(C)nnc3s2)cc1C	-1.6	4	0.9	-4
Cc1ccc(NC(=O)CCNc2c(N3CCCC3)c(=O)c2=O)cc1F	0.5	3	-0.1	8
CC(C)Oc1ccc(/C=C/c2ccc3cccc(O)c3n2)cc1	-8.7	80*	0.1	5

Further compounds follow:
SMILES	GPR151 ag	TEAD-YAP inh	FBW7 act	MITF inh
COC(=O)c1ccc(NC(=O)CNc2cc(Cl)ccc2OC)cc1	-2.0	1	-0.2	-1
O=C(Nc1ccc(S(=O)(=O)Nc2ccc(Br)cc2)cc1)c1ccco1	0.0	14	-0.1	6
Cc1cc(C)cc(-n2c(SCC(=O)Nc3ccccc3F)nc3c(c2=O)SCC3)c1	-0.5	0	0.0	-10
COc1ccc(CN2CCC3(CC2)CC3C(=O)NCCc2ccccc2OC)c(O)c1 (centres undefined)	-0.8	0	-0.2	-1
CC(Sc1nnc(N)s1)C(=O)c1cccc(Cl)c1 (centres undefined)	0.5	10	-0.1	-5
COc1cc2c(cc1OC)C1C(C(=O)N3CCN(C)CC3)c3ccccc3C(=O)N1CC2 (centres undefined)	-0.3	6	-0.1	11
COc1ccc(NC(=O)C(=O)NCCc2ccc(OC)c(OC)c2)cc1Cl	0.0	9	0.2	12
CCc1ccc(-n2c(SC(CC)C(=O)N(CC)CC)nc3n[nH]c(C)c3c2=N)cc1 (centres undefined)	-0.8	-16	-0.1	-3
Cn1cc(CN2CCCC(CNC(=O)c3cccs3)C2)cn1 (centres undefined)	-1.9	14	0.2	10
CCN(c1ccccc1)S(=O)(=O)c1ccc2[nH]cc(C(=O)N(CCc3ccccc3)Cc3ccccc3)c(=O)c2c1	1.1	10	0.5	-2
CCN(CCNC(=O)Cn1nc(-c2ccc(Cl)cc2)ccc1=O)c1ccccc1	2.8	1	0.3	5
CCOC(=O)c1nnn(-c2ccc([N+](=O)[O-])cc2[N+](=O)[O-])c1C	-0.7	12	-0.1	-15
Cc1nn(-c2ccccc2)c2sc(C(=O)OCC#N)cc12	2.5	6	0.0	-14
CC(=O)Nc1nc(-c2ccccc2)c(C)s1	0.8	14	0.2	15
CCC(Oc1ccccc1)C(=O)Nc1ccccc1C(=O)OC (centres undefined)	2.4	6	0.4	0

Complete entries as entered above. Order of screens: GPR151 ag, TEAD-YAP inh, FBW7 act, MITF inh
Listed for CCN(CCNC(=O)Cn1nc(-c2ccc(Cl)cc2)ccc1=O)c1ccccc1 → 2.8, 1, 0.3, 5
Listed for COc1cc2c(cc1OC)C1C(C(=O)N3CCN(C)CC3)c3ccccc3C(=O)N1CC2 (centres undefined) → -0.3, 6, -0.1, 11
Listed for Cc1cc(C)cc(-n2c(SCC(=O)Nc3ccccc3F)nc3c(c2=O)SCC3)c1 → -0.5, 0, 0.0, -10
Listed for O=C(Nc1ccc(S(=O)(=O)Nc2ccc(Br)cc2)cc1)c1ccco1 → 0.0, 14, -0.1, 6
Listed for CCOC(=O)c1nnn(-c2ccc([N+](=O)[O-])cc2[N+](=O)[O-])c1C → -0.7, 12, -0.1, -15

The list goes on:
SMILES	GPR151 ag	TEAD-YAP inh	FBW7 act	MITF inh
Cc1ccc(C2=NS(=O)(=O)N(C)C(C(=O)N3CCc4ccccc4C3)=C2)cc1	2.4	-3	-0.3	1
CCOC(=O)c1c(NC(=O)CSc2nnc(CNC(=O)c3cccs3)n2C2CCCCC2)sc2c1CCCCC2	-0.6	5	0.5	4
COc1ccc(C(=O)NC(c2nnc3n2CCN(CC(C)C)CC3)C(C)C)cc1 (centres undefined)	-0.7	1	0.4	-20
O=C(Nc1cccnc1)c1ccc(Cl)cc1Cl	-1.9	-7	0.1	3
Cc1nnc(N2C(=N)S/C(=C\c3ccccc3Cl)C2=O)s1	1.7	-11	0.2	1
Cc1ccc(NC(=O)c2ccc(NCc3ccc(Cl)c(Cl)c3)c([N+](=O)[O-])c2)cc1F	-0.7	-3	0.1	1
COc1ccccc1N1CCN(C(=O)C(C)N(c2ccccc2)S(C)(=O)=O)CC1 (centres undefined)	-1.9	2	-0.1	-5
CN(c1ccc(Br)cc1)S(=O)(=O)c1ccc2[nH]cc(C(=O)NCc3ccccn3)c(=O)c2c1	-1.2	0	0.2	25
CCC(C(=O)N1CCN(Cc2nc(C)cs2)CC1)c1ccccc1 (centres undefined)	0.5	9	-0.1	-3
CCc1ccccc1N(CC(=O)Nc1ccc(C)c(C)c1)S(C)(=O)=O	0.5	-2	-0.1	-1
S=c1[nH]ncn1NCc1cccc(Br)c1	0.0	-4	-0.1	9
COC(=O)c1ccc(NC(=O)C(C)Oc2ccccc2)cc1 (centres undefined)	-0.6	-5	0.2	8
C[C@H](O)[C@H]1NC(=O)[C@@H]2C[C@H](NCc3cccc(Cl)c3)CN2C1=O	-1.5	-3	-0.2	-12
COc1ccc(-c2cc(C(F)(F)F)n3nc(C(=O)Nc4nc5c(C)cccc5s4)cc3n2)cc1OC	-1.4	-6	0.1	0
O=C(Nc1nc2ccc(Cl)cc2s1)c1ccc(S(=O)(=O)N2CCc3ccccc32)cc1	1.3	-2	0.0	13

From PubChem

Compounds were not picked by outcome, and some 3.5% of all compounds hit somewhere here.
